# FBPA coupling cs: coupling enzyme interference in Giardia aldolase counter-screen | AID 2472 | activity change, negative = inhibition, % at 58.2 µM, hits read low | 290,000 compounds, 0.67% hits | coupling enzyme system counterscreen, AmpLite Red fluorescence; in the data active = activity change below about -30%; also: % is scaled to controls: 0 for no effect and ±100 for the full control effect
#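 Fluorescence at 525 nm excitation and 598 nm emission measured inhibition of the coupled detection system without aldolase. Compounds (at 57.5 uM final) were preincubated 10 min at room temperature with coupling enzyme reagent before a 20 min substrate/AmpLite Red step.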
# FLuc modulator: firefly luciferase modulation, counter-screen for miR-21 project. purified FLuc, Km substrates, luminescence inhibition. P08659. Potency, µM (series often up to 57.5 µM), without a hit: top-dose activity change, negative = inhibition, usual class: inhibitors. 360,000 compounds, 6.9% hits. AID 588342;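 also: potency is read from the fitted curve at half-maximal effect; plate controls were vehicle for no effect and reference inhibitor for full effect; nearly all actives have a fitted effect of over 55% in size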
# Target sequence (P08659 whole entry, looked up): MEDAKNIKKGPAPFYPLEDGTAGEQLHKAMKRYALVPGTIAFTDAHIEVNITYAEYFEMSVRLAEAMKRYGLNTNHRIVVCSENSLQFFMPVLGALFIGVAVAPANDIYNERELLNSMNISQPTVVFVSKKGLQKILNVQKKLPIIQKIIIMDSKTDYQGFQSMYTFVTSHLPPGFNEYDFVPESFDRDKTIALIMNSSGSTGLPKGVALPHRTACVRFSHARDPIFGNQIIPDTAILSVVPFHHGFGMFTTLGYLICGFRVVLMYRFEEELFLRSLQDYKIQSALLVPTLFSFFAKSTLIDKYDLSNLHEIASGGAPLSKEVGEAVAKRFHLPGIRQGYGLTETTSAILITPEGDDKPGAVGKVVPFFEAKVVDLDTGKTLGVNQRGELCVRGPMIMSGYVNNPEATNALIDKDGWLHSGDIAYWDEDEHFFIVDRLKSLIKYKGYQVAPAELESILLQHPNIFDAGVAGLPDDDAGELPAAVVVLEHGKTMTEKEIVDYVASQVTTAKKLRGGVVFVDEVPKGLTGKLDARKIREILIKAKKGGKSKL
#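 Biochemical qHTS of compounds, final roughly 60 µM downward over six points, against 10 nM purified firefly luciferase using Km concentrations of substrates (10 uM D-luciferin, 10 uM ATP) in Tris acetate pH 7.5 buffer; luminescence output.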
# VP16 counter: Gal4-VP16 reporter inhibition counter-screen; Drosophila S2 Gal4-VP16 UAS-luciferase, luminescence, 20 h; Potency, µM (series often up to 53.6 µM), without a hit: at the highest dose activity, negative = inhibition, usual class: inhibitors; 310,000 compounds, 3.5% hits; AID 2546;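 also: Gal4-VP16 expression switched on by copper sulfate through the metallothionein promoter; potency is read from the fitted curve at half-maximal effect; % is scaled to controls: 0 for no effect and ±100 for the full control effect; nearly all actives have a fitted effect of over 50% in size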
# RORg inh: inhibitors of mouse ROR gamma transcriptional activity; P51450; Drosophila S2 Gal4-RORgamma UAS-luciferase reporter, 20 h; Potency, µM (doses to about 53.6 µM), for the others: at the top dose activity change, negative = inhibition, hits mostly inhibitors; 310,000 compounds, 5.4% hits; AID 2551; also: potency is read from the fitted curve at half-maximal effect; % is scaled to controls: 0 for no effect and ±100 for the full control effect; nearly all actives have a fitted effect of over 60% in size
#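 Read-out: Photinus luciferase luminescence; inhibitors lower reporter signal. Insect Schneider cells with Gal4-ROR gamma fusion under metallothionein promoter, UAS reporter; 700 uM final copper sulfate induction, 20 hr, ambient temperature.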
# Giardia killer: kills Giardia lamblia; activity change, % at 7.66 µM, hits read low; Giardia lamblia trophozoite viability; 340,000 compounds, 0.15% hits; AID 540267; in the data active = activity change below about -80%; inconclusive = between about -30% and that limit;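 also: parasites exposed to compound for two days anaerobically before the ATP read; % is scaled to controls: 0 for no effect and ±100 for the full control effect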
#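 Giardia lamblia trophozoites (100 cells/well) were incubated with compounds for 48 h at 37 deg C under anaerobic conditions. Viability was read as ATP content by one-step luminescence after 15-30 min at room temperature.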
# Rab9 promoter act: activators of Rab9 promoter | Huh7 Rab9 promoter-luciferase reporter, luminescence, 24 h | Potency, µM (series often up to 9.22 µM), inactives show at the highest dose activation, negative = inhibition, most hits filed as activators | 320,000 compounds, 2.8% hits | AID 485297; also: potency is read from the fitted curve at half-maximal effect; % of control where 0% means no effect; nearly all actives have a fitted effect of over 60% in size
#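 Measured in stably transfected Huh7 cells bearing a Rab9 promoter–luciferase construct: 24 h compound treatment at 37 °C, followed by luminescence detection.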
# uPA generation: inhibitors of cell surface uPA generation; 330,000 compounds, 0.31% hits; cell surface uPA generation assay, qHTS; Potency, µM (titrated, usually from 38.3 µM), for inactives: at the highest dose activity change, negative = inhibition, usual class: inhibitors; active = well fitted inhibition curve with a large enough effect; inconclusive = small, poorly fitted or top-dose-only effect; inactive = no such curve, though single readings can be large or run the other way; tested in mouse RAW 264.7 cells; also: potency is read from the fitted curve at half-maximal effect; % is scaled to controls: 0 for no effect and ±100 for the full control effect; nearly all actives have a fitted effect of over 55% in size
# NPC1 prom act: NPC1 promoter activation | Huh7 NPC1 promoter luciferase reporter, 24 h | Potency, µM (titrated, usually from 9.22 µM), for the others: top-dose activation, hits mostly activators | 320,000 compounds, 2.4% hits;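 also: potency is read from the fitted curve at half-maximal effect; % of control where 0% means no effect; nearly all actives have a fitted effect of over 60% in size; reporter is driven by a mutant NPC1 promoter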
#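 Luciferase expression driven by the NPC1 promoter was measured in stably transfected Huh7 cells after a 24 h compound incubation, using a luciferase reagent and a luminescence read.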
# Tb PFK block: T. brucei PFK enzyme inhibition. Potency, µM (doses to about 57.5 µM), for inactives: top-dose activity, negative = inhibition, usual class: inhibitors. T. brucei PFK, ADP-Glo luminescence. 330,000 compounds, 0.17% hits. O15648;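 also: potency is read from the fitted curve at half-maximal effect; 0% = uninhibited 1x PFK enzyme wells and -100% = no-enzyme wells; nearly all actives have a fitted effect of over 60% in size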
# Target sequence (O15648 whole entry, looked up): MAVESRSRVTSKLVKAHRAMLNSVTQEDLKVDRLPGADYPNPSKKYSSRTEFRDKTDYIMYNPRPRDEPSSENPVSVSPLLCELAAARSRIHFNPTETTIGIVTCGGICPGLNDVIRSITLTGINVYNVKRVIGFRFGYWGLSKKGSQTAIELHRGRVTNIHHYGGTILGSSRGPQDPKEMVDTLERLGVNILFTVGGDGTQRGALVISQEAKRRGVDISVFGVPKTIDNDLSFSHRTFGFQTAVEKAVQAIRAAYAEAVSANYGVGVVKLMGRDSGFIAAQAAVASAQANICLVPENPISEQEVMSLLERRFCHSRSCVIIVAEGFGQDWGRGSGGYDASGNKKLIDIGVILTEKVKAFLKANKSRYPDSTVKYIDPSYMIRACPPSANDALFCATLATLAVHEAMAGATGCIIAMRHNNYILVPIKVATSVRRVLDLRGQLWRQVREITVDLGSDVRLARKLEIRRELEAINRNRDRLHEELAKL
#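 Luminescent ADP detection (ADP-Glo, two-step: ATP depletion then ADP-to-ATP conversion for luciferase) reported PFK activity after 45 min room-temperature reaction of 1.25 nM enzyme with 0.5 mM F6P and 0.1 mM ATP at pH 8.0.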
# KCNH2 3.1 inh: inhibitors of human KCNH2 3.1 potassium channel isoform | activity change, % (tested at about 1.8 µM) | U2OS KCNH2 3.1, thallium flux FluxOr; stronger effect = lower value | 340,000 compounds, 0.95% hits;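 active = maximum activity change below -70%; inconclusive = maximum activity change from -70% to -50%; inactive = maximum activity change above -50%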;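 also: thallium influx rate constant from kinetic fluorescence after stimulation buffer; % is scaled to controls: 0 for no effect and ±100 for the full control effect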
#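 FluxOr-based Tl+ influx in U2OS cells transduced with KCNH2 3.1 virus; rate constants normalized to DMSO controls.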
# ELG1 genotox: inducers of genotoxicity in HEK293T ELG1-luciferase cells; HEK293T ELG1-luciferase reporter, luminescence, 16 h; Potency, µM (highest dose often 46 µM), inactives show top-dose activity change, positive = activation, actives largely listed as activators; 330,000 compounds, 1.3% hits; AID 504466; also: potency is read from the fitted curve at half-maximal effect; % of control where 0% means no effect; nearly all actives have a fitted effect of over 60% in size
#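 Luminescence read-out: rising ELG1-luciferase signal, reflecting elevated ELG1 protein under genetic stress, flags genotoxic compounds. Cells were treated for 16 hr at 37 °C before ONE-Glo detection.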
# An asterisk follows results filed as active; ? = inconclusive; . = no result given; & = joins results of further samples; [ ] = another dose, or the depositor's remark. Unless noted, calls follow the shape of the dose curve; as a rule, active = well fitted curve in the direction sought with a large enough effect; inconclusive = small, poorly fitted or top-dose-only effect, or another doubt; inactive = no such curve, though single readings can be large; an effect the other way counts as inactive or inconclusive.
SMILES,FBPA coupling cs,FLuc modulator,VP16 counter,RORg inh,Giardia killer,Rab9 promoter act,uPA generation,NPC1 prom act,Tb PFK block,KCNH2 3.1 inh,ELG1 genotox
Cc1ccc(NC(=O)c2cc(C)nn2-c2ccccc2)cc1,2,-6%&-9%,7%,20%,-27,0%,-11%,-1%,-2%,1,-3%
COc1ccccc1NC(=O)/C(C#N)=C/c1ccncc1,.,0%,2.5µM*,?,7,-28%,-1%,-23%,0%,32,-5%
Cc1cccc(Oc2ccccc2NC(=O)c2cnccn2)c1,8,-1%,10%,-3%,13,-3%,1%,2%,-3%,-1,-4%
Cc1ccc(S(=O)(=O)N2CC=C(C(=O)NCc3ccccc3)CC2)cc1,0,2%,1%,25%,-19,-3%,-13%,-5%,-8%,27,-1%
O=C(O)c1ccc(S(=O)(=O)c2ccc3c(c2)C(=O)N(Cc2ccco2)C3=O)cc1,18,-2%,-9%,3%,1,8%,4%,-8%,1%,8,-4%
CCN1CN(Cc2ccco2)CNC1=S,1,0%,4%,-42%,-5,2%,-12%,0%,-1%,10,3%
O=C(Nc1ccc2cn[nH]c2c1)c1ccc(Cl)c(S(=O)(=O)N2CCOCC2)c1,0,?,27%,20%[10 µM],-20,18%,-2%,26%,5%,-4,1%
O=C(NCc1ccccc1)C1CCN(S(=O)(=O)c2ccc(N3CCCC3=O)cc2)CC1,.,4%,4%,0%,-6,2%,-1%,-3%,1%,-25,-4%
C[C@H](N)c1nnc(SCC(=O)N(C)C)o1,1,1%,1%[0.365 µM],5%,-8,-3%,0%,0%,-3%,2,0%
CC(C)(C)C(=O)N1CCN(c2ccc(Cl)cc2[N+](=O)[O-])CC1,15,?,-4%,25%,3,-5%,1%,9%,2%,-14,0%
Nc1cc(S(=O)(=O)N2CCCCC2)ccc1Oc1ccc(Cl)cc1,0,-3%,-19%,11%,9,-5%,-6%,-9%,2%,-21,-2%
Cc1nc2cc(NCc3nc4ccccc4n3Cc3ccccc3)ccc2n1C,2,0.6µM*,-24%,-67%,-20,0.71µM*,-8%,1.1µM*,1%,-49,?
COC(=O)c1cscc1NC(C)=O,0,-2%,0%,0%,?,1%,0%,-1%,-3%,8,3%
CC1(C2CC2)NC(=O)N(CC(=O)Nc2ccccc2F)C1=O (centres undefined),.,3%,.,.,-2,0%,7%,-1%,-3%,0,7%
O=C(N/N=C/c1ccccc1C(=O)O)c1ccc(COc2cccc3cccnc23)cc1,8,?,14%,3%,-4,20%,1%,-1%,2%,-22,3%
COc1ccc(NC(=O)c2ccc(COc3ccccc3Br)o2)cc1OC,0,?,-2%,?,-6,-6%,-2%,-2%,-2%,2,2%
Cc1ccc(C(=O)NCCN2C3=NC[C@H](C(C)C)N3C[C@H]2Cc2ccc(O)cc2)cc1Br,2,-1%,-8%,0%,-6,0%,-11%,-3%,1%,-8,-8%
COc1cccc(/C=C/C(=O)OCC(=O)NCc2ccc3c(c2)OCO3)c1,.,.,.,.,-5,.,5%,.,0%,-10,0%
CC(C)NC(=O)CSc1nnc(-c2ccncc2)n1-c1ccccc1,-2,-20%,9%,21%,12,-6%,3%,1%,3%,-6,17%
COc1cccc(C(C(=O)NC2CCCC2)N(C(=O)CNC(=O)c2ccco2)c2cccnc2)c1 (centres undefined),4,3%,-3%,-17%,17,-1%,0%,-2%,-2%,5,.
O=C1OC2CC3CC1CC(O)(C3)C2 (centres undefined),5,-1%,-3%,2%,-16,0%,6%,-7%,0%,7,4%
CCc1c(C)c(C#N)c2nc3ccccc3n2c1N(C)C,6,-5%,-2%,-12%,12,2%,-3%,7%,4%,16,-8%
O=C(CSc1nnc(NC(=O)c2ccccc2)s1)NCC1CCCO1 (centres undefined),0,4.3µM*,-25%,?,?,2.8µM*,?,3.5µM*,0%,-7,?
Nc1nc(SCCO)[nH]c(=O)c1NC(=O)c1ccc(Br)o1,.,-2%,-1%,2%,-11,5%,-3%,-1%,0%,2,6%
CCc1nnc(NC(=O)CN2CCN(S(C)(=O)=O)CC2)s1,-1,3%,-7%,-36%,-16,-1%,0%,-4%,3%,0,2%

# 2 of the compounds above, tab-delimited:
molecule	FBPA coupling cs	FLuc modulator	VP16 counter	RORg inh	Giardia killer	Rab9 promoter act	uPA generation	NPC1 prom act	Tb PFK block	KCNH2 3.1 inh	ELG1 genotox
Cc1ccc(C(=O)NCCN2C3=NC[C@H](C(C)C)N3C[C@H]2Cc2ccc(O)cc2)cc1Br	2	-1%	-8%	0%	-6	0%	-11%	-3%	1%	-8	-8%
COc1cccc(/C=C/C(=O)OCC(=O)NCc2ccc3c(c2)OCO3)c1	.	.	.	.	-5	.	5%	.	0%	-10	0%

# Record cards, from the list above.
# Cc1cccc(Oc2ccccc2NC(=O)c2cnccn2)c1 is entered as FBPA coupling cs: 8; FLuc modulator: -1%; VP16 counter: 10%; RORg inh: -3%; Giardia killer: 13; Rab9 promoter act: -3%; uPA generation: 1%; NPC1 prom act: 2%; Tb PFK block: -3%; KCNH2 3.1 inh: -1; ELG1 genotox: -4%
# COc1ccc(NC(=O)c2ccc(COc3ccccc3Br)o2)cc1OC is entered as FBPA coupling cs: 0; FLuc modulator: ?; VP16 counter: -2%; RORg inh: ?; Giardia killer: -6; Rab9 promoter act: -6%; uPA generation: -2%; NPC1 prom act: -2%; Tb PFK block: -2%; KCNH2 3.1 inh: 2; ELG1 genotox: 2%
# O=C(O)c1ccc(S(=O)(=O)c2ccc3c(c2)C(=O)N(Cc2ccco2)C3=O)cc1 is entered as FBPA coupling cs: 18; FLuc modulator: -2%; VP16 counter: -9%; RORg inh: 3%; Giardia killer: 1; Rab9 promoter act: 8%; uPA generation: 4%; NPC1 prom act: -8%; Tb PFK block: 1%; KCNH2 3.1 inh: 8; ELG1 genotox: -4%

# (next part)
SMILES,FBPA coupling cs,FLuc modulator,VP16 counter,RORg inh,Giardia killer,Rab9 promoter act,uPA generation,NPC1 prom act,Tb PFK block,KCNH2 3.1 inh,ELG1 genotox
O=C1CNC(=O)/C1=C/c1ccc(O)cc1,5,0%,-7%,3%,4,9%,-1%,-2%,26%,6,-1%
NC1=NC(=O)/C(=C\C=C\c2ccccc2)S1,-1,-3%,5%,12%,11,19%,-17%,27%,0%,-9,17%
COC(=O)NC(NS(=O)(=O)c1ccccc1)(C(=O)OC)C(F)(F)F (centres undefined),4,-2%,-4%,-2%,17,-4%,0%,-4%,3%,3,2%
COc1ccc(C2/C(=C(\O)c3ccc4c(c3)OCCO4)C(=O)C(=O)N2CCCn2ccnc2)cc1 (centres undefined),.,0%,-1%,0%,-1,-1%,-15%,-22%,1%,-12,5%
COc1ccc(CC2(CO)CCN(CC3=Cc4cc(Cl)ccc4OC3)CC2)cc1,6,3%,-3%,30%,-22,-3%,-11%,-8%,3%,-74*,1%
CCOC(=O)c1c(C)c(-c2ccccc2)n(CC(=O)N2CCCC2)c1C,-6,0%,-4%,2%,18,1%,2%,0%,3%,-2,-9%
O=C(c1cc(-c2ccc(Cl)c(Cl)c2)on1)N1CCN(c2ccccc2)CC1,2,?,-1%,-3%,-10,1%,.,-6%,-2%,-7,8%
S=C(Nc1ccc(Cl)cc1)Nc1cccc2cnccc12,-48*,?,-1%,-20%,12,-1%,0%,0%,-3%,0,-2%
COc1ccc(NC(=O)N2CCC(c3ccccc3)C2)c(OC)c1 (centres undefined),3,?,1%,18%,0,6%,-11%,1%,-2%,-3,2%
CCn1c(=O)c2cc(S(=O)(=O)NCc3ccccc3)ccc2n(CC)c1=O,0,-1%,17%,-2%,11,0%,?,0%,-4%,11,-3%
O=S(=O)(c1ccc2ccccc2c1)N1CCOCC1,-2,0%,7%,3%,14&3,2%,5%,3%,1%,2,3%
CCCc1ncc(C(O)c2ccccc2OC)n1C (centres undefined),1,-1%,4%[10 µM],-11%,-1,-8%,0%,-1%,-6%,7,28%
CCC(=O)N1CCc2cc(Br)cc(S(=O)(=O)N3CCC(C(=O)NC(C)C)CC3)c21,2,1%,-7%,-3%,-16,4%,3%,-1%,1%,4,-1%
COc1ccc(/C=C/C(=O)NCCc2ccc(S(N)(=O)=O)cc2)cc1,3,-14%,-4%,-11%,19,1%,-5%,-1%,4%,1,2%
Cc1coc2cc3oc(=O)c(CCC(=O)NCc4ccccn4)c(C)c3cc12,-1,5%,0%,?,11,-4%,14%,-6%,0%,2,1%
CN(Cc1cccc(F)c1)C(=O)CN1C(=O)NC2(CCc3ccccc32)C1=O (centres undefined),.,1%,.,.,5,-4%,1%,-1%,-4%,24,-2%
Cc1ccc(NC(=O)c2oc(=O)c3ccccc3c2-c2ccccc2)c(C)c1,2,-2%,-11%,2%,0,-13%,1%,-6%,0%,-15,-3%
CCCN(CCC)C(=O)Cn1c(=O)c2ccccc2n2c(=S)sc(-c3ccccc3C)c12,0,3%,-7%,-7%,-5,-4%,3%,-4%,2%,-5,-7%

# Screening results from PubChem BioAssay.
